IDH1 R132H inh = blocks human mutant IDH1 R132H enzyme; O75874; IDH1-R132H enzyme, NADPH consumption, diaphorase/resazurin fluorescence; Potency, µM (series often up to 76.6 µM), for the others: at the highest dose activity change, negative = inhibition, most hits filed as inhibitors; 0.093% of 390,000 active; AID 602179; note: potency is the fitted concentration of half-maximal effect; % is set by controls: 0 for no effect and ±100 for the full control effect; nearly all actives have a fitted effect of over 65% in size
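IDH1-R132H (0.5 ug/mL) preincubated 30 min with compound, then NADPH (0.016 mM) and alpha-KG (2 mM) added; 80 min at RT, pH 7.5. Remaining NADPH coupled via diaphorase/resazurin to fluorescence (540/590 nm); concentration-response curves normalized to no-enzyme control.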
RXFP1 ag = activates the human relaxin receptor RXFP1 | Q9HBX9 | HEK293T-RXFP1 cAMP TR-FRET, 30 min; response scale: percent of porcine relaxin response, buffer zero | Potency, µM (highest dose often 57.5 µM), for inactives: top-dose activation, usual class: activators | 0.3% of 370,000 active; note: potency is the fitted concentration of half-maximal effect; % is set by controls: 0 for no effect and ±100 for the full control effect; nearly all actives have a fitted effect of over 60% in size; many of its hits are not listed in these tables
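HEK293 cells stably expressing RXFP1, treated 30 min at 37C with compounds plus PDE4 inhibitor Ro 20174; cAMP measured by HTRF TR-FRET. Normalized to buffer and 29 nM porcine relaxin; EC50 by Hill fit.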
PI4K2A inh = PI4K2A (human) kinase inhibition | purified PI4K2A, ADP-Glo luminescence, 1 h; active compounds read low | activity change, negative = inhibition, % at 76.9 µM | 0.13% of 420,000 active | AID 1346378; in the data active = activity change below about -50%; inconclusive = mostly about -30% to -49%;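 note: -100% = wells without enzyme as full effect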
Target sequence (Q9BTU6 whole entry, looked up): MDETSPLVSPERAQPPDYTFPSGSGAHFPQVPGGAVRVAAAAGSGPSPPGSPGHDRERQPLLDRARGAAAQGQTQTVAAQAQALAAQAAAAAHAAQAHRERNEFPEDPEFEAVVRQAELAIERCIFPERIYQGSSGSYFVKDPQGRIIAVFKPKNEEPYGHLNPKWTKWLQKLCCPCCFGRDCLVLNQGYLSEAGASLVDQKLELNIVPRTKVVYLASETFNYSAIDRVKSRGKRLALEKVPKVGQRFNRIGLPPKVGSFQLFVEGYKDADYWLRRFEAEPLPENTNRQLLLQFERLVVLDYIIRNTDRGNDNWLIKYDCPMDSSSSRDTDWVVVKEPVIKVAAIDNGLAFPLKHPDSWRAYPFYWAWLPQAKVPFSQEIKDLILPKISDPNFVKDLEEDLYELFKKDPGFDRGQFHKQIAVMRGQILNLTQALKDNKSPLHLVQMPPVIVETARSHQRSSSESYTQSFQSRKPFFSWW
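In this quantitative HTS, ADP production by PI4K2A was quantified luminescently after 1 h at ambient temperature; 100 microM adenosine served as plate-quality control.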
GRP78 ERSR act = induces the endoplasmic reticulum stress response in human glioma cells | U87-MG GRP78 promoter luciferase reporter, 16 h | Potency, µM, for the others: at the top dose activation, hits mostly activators | 0.02% of 420,000 active | AID 602332; note: potency is the fitted concentration of half-maximal effect; series mostly up to about 76 µM; % of control where 0% means no effect; nearly all actives have a fitted effect of over 35% in size
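ERSR induction read as luciferase luminescence (Bright-Glo, 10 min at room temperature) in stably transfected human U87-MG glioma cells exposed to compounds for 16 h, using GRP78 as sensor.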
LDHA block = LDHA (human) enzyme inhibition; P00338; purified LDHA, NADH/diaphorase-resazurin fluorescence; active compounds read low; activity change, % (values are at about 110 or 230 µM); 0.15% of 480,000 active; AID 1347041; in the data active = activity change below about -30%; inconclusive = mostly about -25% to -30%;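 note: plate controls were DMSO wells for no effect and wells without enzyme for full effect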
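Resorufin fluorescence (ex540/em590), read at 0 and 20 min after diaphorase/resazurin addition, reports the NADH left after a 5 min room-temperature reaction of 2 nM human LDH5 with 0.06 mM NADH and 0.2 mM pyruvate.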
TrxR1 substrate = substrates of rat thioredoxin reductase 1; O89049; 0.01% of 390,000 active; Potency, µM (titrated, usually from 114 µM), inactives show top-dose activity change, negative = substrate turnover; AID 588456; purified TrxR1 substrate turnover, NADPH consumption readout; note: potency is the fitted concentration of half-maximal effect; % is set by controls: 0 for no effect and ±100 for the full control effect; nearly all actives have a fitted effect of over 50% in size
Target sequence (O89049 whole entry, looked up): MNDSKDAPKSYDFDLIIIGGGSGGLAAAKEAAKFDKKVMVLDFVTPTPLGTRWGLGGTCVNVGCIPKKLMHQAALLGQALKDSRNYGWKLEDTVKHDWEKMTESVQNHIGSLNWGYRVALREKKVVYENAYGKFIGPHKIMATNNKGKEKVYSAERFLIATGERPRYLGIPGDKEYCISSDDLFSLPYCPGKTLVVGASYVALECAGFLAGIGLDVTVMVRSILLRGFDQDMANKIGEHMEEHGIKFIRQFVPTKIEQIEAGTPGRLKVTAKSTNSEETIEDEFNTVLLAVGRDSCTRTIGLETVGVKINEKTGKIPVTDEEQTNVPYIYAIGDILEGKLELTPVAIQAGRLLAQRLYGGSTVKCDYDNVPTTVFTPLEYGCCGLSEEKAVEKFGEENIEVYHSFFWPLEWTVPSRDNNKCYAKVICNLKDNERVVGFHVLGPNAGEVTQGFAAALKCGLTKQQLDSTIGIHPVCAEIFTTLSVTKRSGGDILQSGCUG
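Rat TrxR1, dispensed at 90 nM, was prereduced with 400 uM NADPH (final) for 5 min at ~22 deg C, then incubated with compound 15 min before 400 uM selenite. A first-read NADPH fluorescence drop versus no-compound background flagged substrates.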
Vif-A3F inh = inhibitors of Vif-A3F interaction. Potency, µM (top dose mostly 46.1 µM), inactives show at the highest dose activity, negative = active. HeLa A3F-eYFP + Vif (tagged APOBEC3F with the HIV-1 protein that degrades it), YFP fluorescence increase. 0.2% of 390,000 active; note: potency is the fitted concentration of half-maximal effect; % of control where 0% means no effect; nearly all actives have a fitted effect of over 65% in size
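Fluorescence increase (Ex 488/Em 500-530) after overnight compound treatment at 37 deg C flags inhibition of Vif-driven A3F-eYFP loss in stable HeLa A3F-eYFP/Vif cells seeded overnight beforehand.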
USP1 inh = blocks the human USP1/UAF1 deubiquitinase complex; O94782; Potency, µM (titrated, usually from 57.1 µM), for inactives: at the top dose activity change, negative = inhibition, hits mostly inhibitors; AID 743255; recombinant USP1/UAF1, Ub-Rhodamine cleavage fluorescence; 0.23% of 390,000 active; note: potency is the fitted concentration of half-maximal effect; % is set by controls: 0 for no effect and ±100 for the full control effect; nearly all actives have a fitted effect of over 60% in size; inactives centre near -12
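USP1/UAF1 complex at 1 nM was preincubated with compound for 15 min at room temperature, then Ub-Rho substrate (150nM final) was added. Fluorescence (480/540 nm) was read kinetically, 6 reads every 60 seconds.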
Vif-A3G inh = inhibitors of Vif-APOBEC3G interaction; HeLa A3G-eYFP + Vif (tagged APOBEC3G with the HIV-1 protein that degrades it), YFP fluorescence, overnight; 0.076% of 410,000 active; Q9HC16; Potency, µM (highest dose often 46.1 µM), for the others: at the highest dose activity, negative = active, most hits filed as inhibitors;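 note: potency is the fitted concentration of half-maximal effect; % is set by controls: 0 for no effect and ±100 for the full control effect; nearly all actives have a fitted effect of over 60% in size; hits raise eYFP signal because A3G escapes Vif-driven loss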
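HeLa cells stably expressing Vif and C-terminally eYFP-tagged A3G, seeded overnight at 37 deg C, then exposed to compound by pintool overnight at 37 deg C. Rise in yellow fluorescence (Ex 488/Em 500-530, Acumen) marks blocked Vif-driven A3G degradation.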
* marks the source's active call; other numbers are inactive results; ? = inconclusive; / = not tested or not shown; & = joins results of further samples; [ ] = another dose, or the depositor's remark. Unless noted, calls come from the whole dose curve; as a rule, active = well fitted curve in the direction sought with a large enough effect; inconclusive = small, poorly fitted or top-dose-only effect, or another doubt; inactive = no such curve, though single readings can be large; an effect the other way counts as inactive or inconclusive. An excerpt. The share of hits here may be higher or lower than overall.

SMILES	IDH1 R132H inh	RXFP1 ag	PI4K2A inh	GRP78 ERSR act	LDHA block	TrxR1 substrate	Vif-A3F inh	USP1 inh	Vif-A3G inh
CCOC(=O)C1(Cc2ccccc2C)CCCN(C(=O)c2sccc2C)C1 (configuration not stated)	7.0%	-1.8%	-5.7	9.3%	0.0	3.6%	1.7%	-22.2%	1.3%
C=CCOc1c(Cl)cc(CNc2ccc(N(C)C)cc2)cc1OC	25.8%	-14.5%	-27.5	-6.3%	39.4	-9.5%	-14.5%	?	?
COc1ccc(N2CCN(C(=O)CSc3nnc4c(C)cc5ccc(C)c(C)c5n34)CC2)cc1	5.0%	0.7%	-4.9	-0.9%	0.2	-14.8%	1.3%	-4.1%	0.6%
CC(C)Oc1ccc(C(=O)NCC(c2ccc(N(C)C)cc2)N2CCc3ccccc32)cc1 (configuration not stated)	-4.2%	3.1%	1.1	-3.0%	1.6	1.4%[57.1 µM]	-4.8%	-18.1%	3.8%
Cc1ccc(C(=O)C2CCN(S(=O)(=O)c3c(C)noc3C)CC2)cc1	5.6%	0.3%	-0.2	-5.4%	-2.2	8.2%[11.4 µM]	-2.5%	-5.0%	-2.7%
Cc1ccc(NC(=O)CSc2n[nH]c(=O)n2C2CC2)cc1S(=O)(=O)N1CCOCC1	2.3%	7.8%	-0.6	-3.0%	-5.3	-4.9%	-0.3%	-11.6%	0.1%
CC(C)c1ccc(NC2CCCN(C(=O)c3cnsn3)C2)cc1 (configuration not stated)	2.9%	-0.4%	1.3	-2.6%	1.7	0.7%	1.6%	-7.2%	2.0%
COC(=O)C1N[C@@H]([C@@H](NC(=O)COc2ccccc2)C(=O)NCc2ccccc2)SC1(C)C (some centres not stated)	-3.0%	/	-0.5	-4.8%&-1.6%	-7.0	-6.7%&-0.8%	-2.3%	-12.2%	-1.5%&-9.8%
O=C(O)COc1ccc(C(=O)Cc2ccc3c(c2)OCCCO3)c(O)c1	4.8%	1.8%	-1.9	-7.8%	2.4	-2.6%	1.1%	-1.7%	-8.6%
Cn1cc(C(=O)c2ccc(Cl)cc2Cl)cc1C=O	10.6%	2.0%	0.3	-4.5%	-7.0	-15.7%[57.1 µM]	4.8%	-2.0%	-11.8%
Cc1ccc(OCc2cc(C(=O)NCc3ccc(OC(F)(F)F)cc3)no2)cn1	-5.8%	5.0%	1.7	6.3%	0.3	-3.9%	-2.8%	-11.0%	4.7%
CC1CCCCC12NC(=O)N(CC(=O)NCc1cccs1)C2=O (configuration not stated)	-5.4%	/	-1.9	-3.1%	-0.5	/	4.3%	-23.6%	1.2%
OCCN(Cc1ccccc1)C(=S)Nc1ccc(F)cc1	-2.2%	0.6%	4.6	-0.7%	-2.6	1.7%	4.7%	-4.6%	2.8%
CCCCCCNC(=O)CCCCCNS(=O)(=O)c1ccc(OC)cc1	4.0%	1.7%	-6.2	-2.8%	-2.5	-3.9%	4.1%	-6.3%	-0.8%
Cc1cccn2c(CN3CCCN(C=O)CC3)c(C(=O)N(C)CCc3ccccc3)nc12	-1.4%	2.0%	0.4	-2.7%	-2.5	10.6%	0.6%	-8.3%	0.6%
CC1=C(C(=O)OCC2CCCO2)C(c2ccccc2)C2=C(CC(C)(C)CC2=O)N1 (configuration not stated)	-9.5%	1.4%	0.4	-5.7%	-3.3	31.4%[activator]	-9.8%	-13.7%	0.5%
CCOCc1cnc(C)nc1NCC(=O)c1c(C)[nH]c2ccc(OC)cc12	0.4%	-3.4%	-1.3	-3.4%	-12.4	4.4%	-2.3%	1.7%	0.4%
Cc1cc(S(=O)(=O)N2c3ccc(F)cc3CCC2C)ccc1-n1cnnn1 (configuration not stated)	8.5%	0.4%	-6.5	-1.7%	-1.4	10.1%[57.1 µM]	-6.5%	-7.5%	0.2%
CC(=O)N1CC(C)Sc2ccc(S(=O)(=O)NCc3ccc(Cl)cc3)cc21 (configuration not stated)	-10.4%	1.6%	-2.8	-2.7%	2.1	0.0%	1.4%	-21.8%	5.0%
CC1CCC(N2CCN(S(=O)(=O)Cc3ccccc3)CC2)CC1 (configuration not stated)	1.7%	0.3%	2.7	-5.9%	-12.9	4.4%	4.2%	-4.1%	0.0%
CN(C)c1ccc(-c2nc3ccccn3c2Nc2ccc3c(c2)OCCO3)cc1	/	27.0%	-2.1	/	7.6	83.5%[activator]	/	-14.1%	/
O=C(CN1C(=O)NC(Cc2c[nH]c3ccccc23)C1=O)NCCc1ccccc1 (configuration not stated)	9.6%	-1.8%	-1.1	0.3%	-1.9	0.3%	1.2%	-8.0%	-8.1%
S=C(NC1CCCC1)NC1CC1	-3.2%	0.8%	4.2	-2.5%	-0.4	-0.7%	-3.6%	-7.2%	-6.9%
Cc1cc(C(=O)Nc2c(F)c(F)c(F)c(F)c2F)n(-c2ccccc2)n1	3.7%	0.2%	-0.7	-2.5%	-4.2	0.0%[57.1 µM]	3.1%	3.0%	-0.4%
O=C(NC1CCCC1)C(c1ccncc1)N(Cc1ccccc1)C(=O)Cc1cccs1 (configuration not stated)	5.7%	-1.0%	-4.5	0.8%	-11.5	11.0%	-8.8%	-19.4%	0.1%
O=c1cc(-c2ccccc2)nc2cc(-c3ccco3)[nH]n12	2.9%	2.1%	-8.6	2.3%	1.7	26.8%	-1.6%	-20.0%	-0.7%
COc1cc(NC(=S)N2CCC(C(N)=O)CC2)c(OC)cc1Cl	11.5%	2.2%	10.9	-6.5%	-2.5	3.2%	7.0%	-1.6%	-1.2%
COc1ccc(OCc2csc(N)n2)cc1	-1.5%	-0.8%	-3.7	-3.3%	-10.8	3.3%[57.1 µM]	5.5%	-20.9%	-0.8%
N#Cc1cc(Oc2ccc(Cl)cc2)c(N2CCOCC2)cc1C#N	5.0%	/	9.2	-2.9%	0.0	21.6%	3.1%	-10.4%	-7.1%
CCOC(=O)c1c(C)[nH]c(C(=O)CSc2nnc(-c3ccncc3)n2CC)c1C	8.9%	0.9%	0.5	0.3%	2.1	-3.9%[57.1 µM]	-1.7%	2.2%	-3.9%

Profiles, looked up by structure. Order of screens: IDH1 R132H inh	RXFP1 ag	PI4K2A inh	GRP78 ERSR act	LDHA block	TrxR1 substrate	Vif-A3F inh	USP1 inh	Vif-A3G inh
Cc1ccc(C(=O)C2CCN(S(=O)(=O)c3c(C)noc3C)CC2)cc1 reads 5.6%	0.3%	-0.2	-5.4%	-2.2	8.2%[11.4 µM]	-2.5%	-5.0%	-2.7%
C=CCOc1c(Cl)cc(CNc2ccc(N(C)C)cc2)cc1OC reads 25.8%	-14.5%	-27.5	-6.3%	39.4	-9.5%	-14.5%	?	?
Cc1ccc(OCc2cc(C(=O)NCc3ccc(OC(F)(F)F)cc3)no2)cn1 reads -5.8%	5.0%	1.7	6.3%	0.3	-3.9%	-2.8%	-11.0%	4.7%
O=C(CN1C(=O)NC(Cc2c[nH]c3ccccc23)C1=O)NCCc1ccccc1 (configuration not stated) reads 9.6%	-1.8%	-1.1	0.3%	-1.9	0.3%	1.2%	-8.0%	-8.1%
O=c1cc(-c2ccccc2)nc2cc(-c3ccco3)[nH]n12 reads 2.9%	2.1%	-8.6	2.3%	1.7	26.8%	-1.6%	-20.0%	-0.7%

Other records
SMILES	IDH1 R132H inh	RXFP1 ag	PI4K2A inh	GRP78 ERSR act	LDHA block	TrxR1 substrate	Vif-A3F inh	USP1 inh	Vif-A3G inh
COc1cccc(CN(C(=O)c2ccco2)C(C(=O)NC2CCCC2)c2cccnc2)c1 (configuration not stated)	0.3%	-0.2%	-0.8	-1.7%	-7.8	0.8%	-1.1%	-7.8%	-5.1%
CCOc1ccccc1NC(=O)COC(=O)C(CC(C)C)N1C(=O)C2CC=CCC2C1=O (configuration not stated)	1.0%	-0.5%	3.1	-1.9%	-4.1	-4.8%	1.1%	-15.5%	-0.3%
Oc1c(Br)cccc1/C=N/Nc1c(F)c(F)c(F)c(F)c1F	0.7%	-0.1%	-4.2	1.0%	-8.5	-11.2%	0.3%	-8.9%	-2.4%
Cc1ccc(S(=O)(=O)N2[C@@H](c3ccc(Br)cc3)C(C(=O)O)=C[C@H]2CC2CCCC2)cc1	-33.5%	/	3.9	-0.2%	-1.7	-3.7%	-18.4%	?	-7.7%
Cc1ccc2cc(CCNC(=O)c3ccc(Br)o3)c(=O)[nH]c2c1	-1.3%	0.8%	0.1	0.4%	4.4	8.6%	-3.9%	5.9%	0.1%
CC(C)CNC(=O)c1ccc(NC(=O)c2cccs2)cc1	-0.3%	0.3%	-2.3	6.8%	2.6	-6.4%	4.5%	-18.7%	-1.2%
Nc1cc(=O)[nH]c(SCC(=O)NCC2CCCO2)n1 (configuration not stated)	-2.4%	0.5%	2.7	-2.6%	-2.5	7.9%[57.1 µM]	9.0%	-16.3%	0.0%
Cc1nc(N)c(Cc2ccc(Cl)cc2Cl)c(N)n1	-3.0%	2.2%	1.0	-2.1%	-6.0	4.5%[57.1 µM]	-5.6%	-25.6%	1.0%
Clc1cccc(C2Nc3cccc4cccc(c34)N2)c1	-5.6%	-3.5%	-3.5	-5.6%	2.3	0.4%	-10.7%	-24.6%	1.2%

Screening results from PubChem.
